Source: PubChem BioAssay (The Scripps Research Institute Molecular Screening Center)
PME-1 inh – PME-1 (human) inhibition | Q9Y570 | recombinant PME-1, FP-Rh probe fluorescence polarization | inhibition, % at 5.9 µM | actives 0.53% (n = 320,000) | AID 2130;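 active = inhibition above the campaign mean of all compounds plus 3 SD, cut at about 26% in these data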;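 note: competitive labeling of PME-1 active site by serine hydrolase directed probe; 0% = PME-1 with DMSO and 100% = wells lacking PME-1 enzyme; inhibitors block probe labeling so polarization falls and inhibition rises; many of its hits are not listed in these tables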
PAD4 FP inh – PAD4 (human) enzyme inhibition. Q9UM07. recombinant PAD4, RCA probe fluorescence polarization. inhibition, % at 6.36 µM. actives 0.41% (n = 330,000). AID 485272;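 active = percent inhibition above a cutoff equal to the mean of all tested compounds plus 3 SD, cut at about 15% in these data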;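 note: 0% = PAD4 with RCA probe and DMSO and 100% = probe without PAD4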
Target sequence (Q9UM07 whole entry, looked up): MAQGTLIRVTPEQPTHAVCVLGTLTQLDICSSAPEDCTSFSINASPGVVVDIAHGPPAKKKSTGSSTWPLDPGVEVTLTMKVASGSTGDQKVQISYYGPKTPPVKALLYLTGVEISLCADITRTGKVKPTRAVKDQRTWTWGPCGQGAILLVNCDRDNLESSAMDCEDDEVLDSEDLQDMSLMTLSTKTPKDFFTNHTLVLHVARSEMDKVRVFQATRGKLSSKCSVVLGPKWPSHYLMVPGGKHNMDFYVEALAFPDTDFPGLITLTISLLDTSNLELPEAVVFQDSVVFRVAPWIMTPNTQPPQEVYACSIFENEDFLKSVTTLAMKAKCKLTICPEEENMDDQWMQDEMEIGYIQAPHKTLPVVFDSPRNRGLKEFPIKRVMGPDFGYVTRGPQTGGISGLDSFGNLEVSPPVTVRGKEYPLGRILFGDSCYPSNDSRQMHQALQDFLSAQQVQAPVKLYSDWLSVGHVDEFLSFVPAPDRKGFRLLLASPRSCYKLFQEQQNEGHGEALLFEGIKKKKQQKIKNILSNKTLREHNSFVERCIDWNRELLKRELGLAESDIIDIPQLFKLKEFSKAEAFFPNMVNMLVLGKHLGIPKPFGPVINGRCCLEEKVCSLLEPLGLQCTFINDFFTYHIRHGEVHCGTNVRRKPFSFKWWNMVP
GSTO1 counter – blocks human GSTO1 in RBBP9 counter-screen; actives 1.1% (n = 300,000); recombinant GSTO1, activity-based probe fluorescence polarization; inhibition, % at 5.96 µM;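 active = inhibition above the campaign mean inhibition plus 3 SD, cut at about 35% in these data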;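 note: 0% = GSTO1-1 with DMSO and 100% = wells lacking GSTO1-1 enzyme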
pPAFAH inh – pPAFAH (human) enzyme inhibition; AID 463082; actives 1.5% (n = 330,000); inhibition, % at 3.39 µM; Q13093; recombinant pPAFAH, FP-rhodamine probe fluorescence polarization;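 active = inhibition above the mean inhibition across the screen plus 3 SD, cut at about 25% in these data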;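 note: inhibitors block binding of the rhodamine activity-based probe so polarization drops; 0% = enzyme with DMSO and 100% = wells lacking pPAFAH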
LYPLA1 inh – blocks human lysophospholipase 1, a PME1 counter-screen; O75608; AID 2174; inhibition, % at 5.9 µM; recombinant LYPLA1, FP-Rh probe fluorescence polarization; actives 0.16% (n = 320,000);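 active = inhibition above the mean of all tested compounds plus 3 SD, set per campaign, cut at about 14% in these data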;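 note: inhibitors block serine hydrolase probe labeling of LYPLA1 so polarization falls; 0% = enzyme with DMSO and 100% = wells lacking LYPLA1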
Target sequence (O75608 whole entry, looked up): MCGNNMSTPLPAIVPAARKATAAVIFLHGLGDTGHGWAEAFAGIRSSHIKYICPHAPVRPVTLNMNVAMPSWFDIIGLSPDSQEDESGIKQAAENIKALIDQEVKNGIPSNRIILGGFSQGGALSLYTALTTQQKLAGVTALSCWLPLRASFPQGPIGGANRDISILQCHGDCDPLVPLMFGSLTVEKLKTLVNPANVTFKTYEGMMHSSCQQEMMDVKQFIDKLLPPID
Fam108B inh – counter-screen for RBBP9 inhibitors: inhibitors of mouse Fam108B; AID 1947; recombinant Fam108B, FP-Rh probe fluorescence polarization; actives 0.33% (n = 300,000); inhibition, % at 9.51 µM;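 active = inhibition above the screen mean inhibition plus 3 SD, computed separately per campaign, cut at about 18% in these data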;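 note: inhibitors lower polarization as less probe binds the enzyme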
PAFAH2 FP inh – PAFAH2 (human) inhibition; recombinant PAFAH2, FP-rhodamine activity probe, fluorescence polarization; inhibition, % at 3.39 µM; actives 0.99% (n = 340,000);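 active = inhibition above the mean over all tested compounds plus 3 SD, cut at about 30% in these data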;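 note: inhibitors block probe labeling of enzyme so polarization drops; 0% = enzyme with DMSO and 100% = wells lacking PAFAH2 protein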
PAFAH1B3 FP inh – inhibitors of human PAFAH1B3. Q15102. recombinant PAFAH1B3, FP-rhodamine probe, fluorescence polarization. inhibition, % at 3.39 µM. actives 0.28% (n = 340,000). AID 492972;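 active = inhibition above the screen-wide average of all tested compounds plus 3 SD, cut at about 25% in these data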;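 note: 0% = enzyme with DMSO only and 100% = wells lacking PAFAH1B3 protein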
PAFAH1B2 inh – inhibitors of human PAFAH1B2 | actives 1.2% (n = 340,000) | P68402 | inhibition, % at 3.39 µM | recombinant PAFAH1B2, FP-rhodamine activity probe, fluorescence polarization;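 active = inhibition above the mean of all tested compounds plus 3 SD, cut at about 24% in these data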;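 note: 0% = enzyme with DMSO and 100% = wells lacking PAFAH1B2; many of its hits are not listed in these tables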
* hit, by the source's call; . = not tested or not shown. Some of the compounds tested; rates above refer to the full screens.

Values run as follows: PME-1 inh	PAD4 FP inh	GSTO1 counter	pPAFAH inh	LYPLA1 inh	Fam108B inh	PAFAH2 FP inh	PAFAH1B3 FP inh	PAFAH1B2 inh
> COc1ccc([N+](=O)[O-])cc1NC(=O)c1cn(-c2ccc(Cl)cc2)c(=O)c2ccccc12
 : -3	3	9	3	-2	-3	-4	-8	1
> Cc1ccc(NC(=O)CCn2cnc3cc(C)c(C)cc32)cc1
 : -11	-3	5	5	-3	-5	-11	10	20
> O=C(Nc1ccccc1)N1CCN(S(=O)(=O)c2ccccc2)CC1
 : 0	-11	-3	-4	0	6	4	5	3
> CCCn1c(N)c(N(CCOC)C(=O)c2ccc(-c3ccccc3)cc2)c(=O)[nH]c1=O
 : -1	-2	.	-1	0	.	5	-1	-1
> CC(C)c1nc(NCc2ccccc2)c(C#N)c2c1CCCC2
 : -8	0	20	-1	1	2	-2	2	3
> COCCNC(=O)NC(=O)COC(=O)C12CC3CC(CC(NC(C)=O)(C3)C1)C2
 : 0	-4	-3	-3	0	1	3	5	-2
> CN1CCN(C2=Cc3ccccc3Sc3cc(F)c(F)cc32)CC1
 : 8	-2	13	0	1	3	-5	3	5
> Nn1c(SCC(=O)Nc2ccccc2F)nnc1-c1cccnc1
 : 6	1	8	2	0	3	5	4	0
> CCOc1ccc(C(C)C)cc1S(=O)(=O)n1nc(C)cc1C
 : -3	-2	-8	3	2	2	-4	1	2
> O=c1cc(O)c2sc(Nc3ccc(F)cc3)nc2[nH]1
 : 10	-15	14	14	-15	-2	-6	11	7
> Clc1cnc(N/N=C/c2ccco2)c(Cl)c1
 : -1	-5	5	-3	2	4	-1	2	6
> CC1CCN(CCCNC(=O)c2ccc3c(=O)n(Cc4ccc(Cl)cc4)c(=S)[nH]c3c2)CC1
 : -2	3	23	-3	-7	-4	2	3	-5
> COCCOC(=O)C(C#N)c1nc2ccccc2nc1N1CCN(Cc2ccccc2)CC1 (centres undefined)
 : 5	6	-1	3	1	-2	-4	1	11
> C=CCn1c(SCC(=O)NCCOC)nc2scc(-c3ccco3)c2c1=O
 : -2	-1	3	8	1	0	4	5	5
> COc1ccc(S(=O)(=O)N2CCCCC2)cc1NC(=O)c1ccc([N+](=O)[O-])o1
 : -1	5	15	2	2	6	13	5	3
> NC(=O)COc1ncnc2scc(-c3ccc(F)cc3)c12
 : -2	-3	1	7	2	1	0	9	-5
> CC1COc2ccccc2N1S(=O)(=O)c1ccc(Cl)cc1 (centres undefined)
 : 4	-5	1	4	0	0	10	-1	8
> O=S(=O)(NCCc1ccc2c(c1)OCCO2)c1cccs1
 : -1	1	3	5	-2	-2	6	3	6
> CC(C)(C)OC(=O)N1CCC[C@H]1c1nnc(SCc2ccc(Cl)cc2)o1
 : 1	4	-5	4	4	-1	-9	6	-3
> C=CCn1c(CCn2c3ccccc3c3ccccc32)n[nH]c1=S
 : 3	-8	2	8	3	-5	-4	5	0
> CCOCCCNC(=O)C(NC(=O)Cc1cccs1)c1ccc(Cl)cc1 (centres undefined)
 : -2	-4	4	3	0	3	-7	5	5
> Cc1nnc(SCc2ccc(CSc3nnc(C)c(=O)[nH]3)cc2)[nH]c1=O
 : -4	-5	-32	8	-2	4	5	4	8
> O=C(CN1C(=O)C2C3C=CC(C3)C2C1=O)NCCN1CCCc2ccccc21 (centres undefined)
 : 1	-4	4	6	-4	2	3	10	3
> C[N+]1(CN2C(=O)C3C4C=CC(C4)C3C2=O)CCCCC1 (centres undefined)
 : 4	-3	13	-1	3	2	-1	6	3
> Cn1ccnc1C(=O)c1ccc(N)cc1
 : 1	1	-5	4	2	3	-2	13	5
> O=C(OCCCN=C1NS(=O)(=O)c2ccccc21)C1CC(=O)N(c2ccc(Cl)cc2)C1 (centres undefined)
 : -5	-3	-3	11	-1	-5	4	-6	4
> CCOC(=O)c1[nH]c(C)c(C(=O)NC2CCCCCC2)c1C
 : 3	-2	5	-2	-5	5	-11	5	-2
> CC(C)(C)NC(=O)C1CCN(C(=O)c2ccc(Br)cc2)CC1
 : 4	-4	3	2	-3	6	-3	8	0
> CC1CCc2sc(C(=O)N(C)CC(=O)Nc3cccc(F)c3)cc2C1 (centres undefined)
 : 4	-2	-2	-1	1	-3	0	-4	8
> CC1=CCC2C(=O)N(c3ccc(Br)cc3C)C(=O)C2C1 (centres undefined)
 : -3	-2	-2	7	3	2	-7	3	6
> Nc1cccc(P(=O)(c2ccccc2)c2ccccc2)c1
 : 2	-6	-1	0	0	0	-3	5	4
> CN(C)S(=O)(=O)c1ccc(N2CCCC2)c(C(=O)Nc2nc(-c3cc(F)ccc3F)cs2)c1
 : 1	-2	6	-1	-5	0	-3	-7	3
> CCCS(=O)(=O)N1CCCC(C(=O)NC2CCCC(C)C2C)C1 (centres undefined)
 : 3	-4	-2	-2	-1	-1	-7	0	3
> O=C(NCCc1c[nH]c2ccccc12)c1cccc(Br)c1
 : 4	4	4	2	-3	6	-7	6	9
> COc1ccc2oc(C(=O)OCC(=O)Nc3ccc(NC(C)=O)cc3)c(C)c2c1
 : -49	-3	-4	-11	-24	-26	-37	-30	-13
> COc1cccc(C(C(=O)NC(C)(C)C)N(Cc2ccco2)C(=O)CCC(=O)Nc2cc(C)on2)c1OC (centres undefined)
 : -8	0	-5	2	-3	-4	5	11	3
> COC(=O)c1ccc(NC(=O)Cn2nc(C(=O)Nc3ccc(C)cc3)ccc2=O)cc1
 : -11	-5	-7	-1	-4	-4	-10	-10	-7
> COc1ccc(CN(CCc2ccccc2)Cc2ccccc2)cc1OC
 : -7	-4	9	-2	1	2	4	10	3
> CC(=O)c1ccc(S(=O)(=O)Nc2ccccc2C(=O)NC2CC2)cc1
 : -1	-6	.	1	1	.	4	5	-4
> COc1cc(C(=O)N/N=C(\C)Cc2ccccc2)cc(OC)c1OC
 : -2	1	-1	2	3	0	9	-2	1
> Fc1ccccc1NC(=S)N1CCC(c2ccccc2)C1 (centres undefined)
 : -4	-1	-3	-2	-2	4	-1	6	0
> CN(C)c1ccc(/C=N/NC(=O)c2ccc(CN3C(=O)c4cccc5cccc3c45)cc2)cc1
 : 6	-6	-12	9	-6	1	.	.	.
> Cc1cccc(C(=O)NNC(=O)c2cc3cc4ccccc4nc3s2)c1
 : 1	-3	-5	5	1	-4	-2	-7	-2
> Cc1cccc(C(=O)N2CCc3c([nH]c4ccccc34)C2CC(C)C)n1 (centres undefined)
 : -4	-3	-4	-1	-2	-1	8	0	3
> COc1cc(/C=N/NC(=O)c2ccc(CSc3nncn3C)cc2)cc(OC)c1O
 : -2	-5	7	-1	-2	0	-1	4	1
> CC(=O)c1cccc(OCc2cc(C(=O)N(C)C(C)c3ccccn3)no2)c1 (centres undefined)
 : 5	1	-6	8	5	-7	-3	-1	-1
> COc1cc2ccccc2cc1C(=O)OCC(=O)NC1CCS(=O)(=O)C1 (centres undefined)
 : 5	-1	8	6	4	0	0	3	-1
> C=CCn1c(=O)c(C(=O)NCc2ccc3c(c2)OCO3)c(O)c2ccccc21
 : -16	-3	7	5	-2	-4	3	-3	4
> Cc1ccc(N2CC(C(=O)N3CCC(C(=O)Nc4nnc(C(C)(C)C)s4)CC3)CC2=O)cc1 (centres undefined)
 : 2	-6	1	8	0	0	-3	8	2
> c1ccc(-c2nc3nonc3c3nc4ccccc4n23)cc1
 : -21	-4	-10	-5	-6	-7	-1	-2	5
> Cc1ccc2c(c1)N(CC(=O)OC(CC(C)C)C(=O)NC1CCCC1)C(=O)CO2 (centres undefined)
 : 4	1	-1	2	-2	1	-4	-6	3
> COc1ccc(CCNC(=O)C2CCN(S(=O)(=O)c3ccc4nc5c(c(C(=O)O)c4c3)CCCC5)CC2)cc1OC
 : -2	1	3	6	3	-1	6	-1	1
> Cc1ccc(NC(=O)CSc2ncn[nH]2)cc1
 : 6	-2	4	-2	2	6	11	8	-1
> O=C(Nc1ccn(-c2ccccc2)n1)c1ccccc1Br
 : 6	-1	-2	1	-1	0	-6	-2	1
> COc1ccccc1NC(=O)CSc1n[nH]c(-c2ccccn2)n1
 : 1	-4	5	11	4	1	6	3	5
> CC(C)(C)NC(=O)/C(=C\c1ccco1)NC(=O)c1cccs1
 : 0	1	1	2	-2	-1	6	4	6
> N/C(=N\OC(=O)c1ccco1)c1cccc([N+](=O)[O-])c1
 : -2	4	4	6	4	-2	5	6	1
> O=C1CCCN1CCCN1CC(C(=O)N(CCO)Cc2ccccc2)CCC1=O (centres undefined)
 : -2	3	0	3	-4	-1	5	10	2
> CC(=O)N/C(=C\c1ccccc1)C(=O)OCC(=O)NC1CCS(=O)(=O)C1 (centres undefined)
 : 0	-2	.	-1	-3	.	0	3	-2
> CN1CCN(c2sc(S(C)(=O)=O)nc2S(=O)(=O)c2ccc(Cl)cc2)CC1
 : 4	-4	-3	2	0	0	1	-5	-8

Continued.
Values run as follows: PME-1 inh	PAD4 FP inh	GSTO1 counter	pPAFAH inh	LYPLA1 inh	Fam108B inh	PAFAH2 FP inh	PAFAH1B3 FP inh	PAFAH1B2 inh
> CC(C)(C)NC(=O)c1cccc(NC(=O)CSc2ccccc2)c1
 : 0	0	6	2	2	1	0	0	11
> COc1ccc(N2CCN(C(=O)c3ccccc3NS(=O)(=O)c3ccccc3)CC2)cc1
 : 9	1	-1	3	1	-2	2	1	1
> O=c1oc2ccccc2cc1-c1nc(-c2ccccc2)no1
 : -7	5	17	6	-4	-3	-8	4	3
> COc1ccc(C2=NN(C(=O)CSC3=NN4CCCC(=O)N=C4S3)C(c3cccc(OC)c3OC)C2)cc1 (centres undefined)
 : 1	3	-11	2	0	-1	4	8	8
> Cc1c(NC(=O)CN2CCC(C(N)=O)CC2)cccc1[N+](=O)[O-]
 : -6	-4	14	1	-2	-1	2	2	1
> CC1(C)CC(=O)C2=C(C1)NC(=O)CC2c1cc(F)ccc1F (centres undefined)
 : 0	-5	5	2	0	-3	-6	2	6
> C#CCN(C(=O)c1cc(COc2cccc(C(F)(F)F)c2)on1)C1CCCCC1
 : 6	0	-2	5	0	0	0	13	5
> Cc1cccc(CN2CCN(CC(=O)NCc3ccc(F)cc3)C2=O)c1
 : 3	-4	3	3	-1	-1	-2	5	5
> Cc1ccc(NC(=O)Nc2ccno2)cc1
 : 3	-9	0	0	5	-1	.	.	.
> O=C(Nc1nnc(COc2ccc(F)cc2)s1)c1ccco1
 : 0	1	-9	11	-1	0	.	.	.
> COc1ccccc1CN1CC(C(=O)N(C)Cc2ccncc2C)CCC1=O (centres undefined)
 : 9	-5	2	4	0	1	1	2	-2
> C=CCc1cccc2cc(C(=O)OCC)c(=O)oc12
 : -7	-3	12	0	-1	-1	2	-2	5
> CCCCN1C(=S)NC[C@@H]1C(C)CC (some centres undefined)
 : 0	-2	13	-2	0	-2	2	11	10
> CC(CNc1nc2ccc(Cl)cc2n2cnnc12)c1ccccc1 (centres undefined)
 : -7	-5	-4	-3	-1	0	-1	5	7
> CCOC(=O)Cn1c(=O)oc2cc(S(=O)(=O)Nc3ccc(N(CC)CC)cc3C)ccc21
 : 0	-1	68*	55*	-1	4	2	-2	5
> CCOc1ccc(C(=O)N2CCCC(c3nc(-c4ccc(C)o4)no3)C2)cc1 (centres undefined)
 : 3	0	2	2	-3	3	4	-3	1

Only LYPLA1 inh, GSTO1 counter and pPAFAH inh (2 entries from above):
SMILES	LYPLA1 inh	GSTO1 counter	pPAFAH inh
CCOC(=O)Cn1c(=O)oc2cc(S(=O)(=O)Nc3ccc(N(CC)CC)cc3C)ccc21	-1	68*	55*
COc1ccc(N2CCN(C(=O)c3ccccc3NS(=O)(=O)c3ccccc3)CC2)cc1	1	-1	3
